# PI5P4K alpha inh – qHTS for Inhibitors of phosphatidylinositol 5-phosphate 4-kinase (PI5P4K); PI5P4Kalpha enzyme, ADP-Glo luminescence, 60 min; stronger effect = lower value; hit rate 1.2% among 330,000; Phosphatidylinositol 5-phosphate 4-kinase type-2 alpha (Homo sapiens), P48426; max response, %; active means max response of -50% or lower; inconclusive means between -30% and -50%; inactive means -30% or higher; further: value at the top dose of about 77 µM; on the % scale 0 is the no-effect control and ±100 the full control effect
# Target sequence (P48426 whole entry, looked up): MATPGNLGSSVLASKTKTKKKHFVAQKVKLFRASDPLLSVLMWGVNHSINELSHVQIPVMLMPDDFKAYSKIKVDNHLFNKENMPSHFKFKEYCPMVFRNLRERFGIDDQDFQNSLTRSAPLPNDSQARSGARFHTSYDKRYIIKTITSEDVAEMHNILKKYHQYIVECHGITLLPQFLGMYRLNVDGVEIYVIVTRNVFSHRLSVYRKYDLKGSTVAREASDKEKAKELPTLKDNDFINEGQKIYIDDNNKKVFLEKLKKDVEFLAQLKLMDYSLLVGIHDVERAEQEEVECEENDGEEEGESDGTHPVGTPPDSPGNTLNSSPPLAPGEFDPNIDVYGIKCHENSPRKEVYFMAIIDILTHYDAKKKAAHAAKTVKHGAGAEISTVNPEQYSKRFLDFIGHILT
#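 Single end-point luminescence (ADP-Glo) quantified ADP from PI5P4Kalpha turnover; ATP 5 microM final, 1 h at RT, 0.1% CHAPS and 0.28 mM EGTA in HEPES pH 7.4.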
# IL2 activator – qHTS of IL-2 Activators; IL-2 activation reporter assay, cell-based qHTS; stimulated with anti-CD3/CD4/CD28 beads; in transgenic mouse T cells; activation, % (series mostly up to about 46 µM); hit rate 0.065% among 360,000; AID 652025, 2013; in the data active means activation above about 50%; inconclusive means mostly about 30% to 49%; further: 0% is about no effect
#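 Unstimulated transgenic mouse T cells, 750 per well, received compound and, after 60 minutes, anti-CD3/anti-CD4 bead plus anti-CD28 stimulation. EGFP and DsRed were quantified after 18 hours.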
# EPAC1 antagonist – qHTS for Antagonist of cAMP-regulated guanine nucleotide exchange factor 3 (EPAC1): primary screen; Rap guanine nucleotide exchange factor 3 (Homo sapiens), O95398; EPAC1 GEF assay, Rap1b-BODIPY-GDP exchange fluorescence; Potency, µM (highest dose often 115 µM), for the others: top-dose activity change, negative = inhibition, actives largely listed as inhibitors; hit rate 0.14% among 360,000; AID 720709, 2013;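 further: potency means the concentration at half of the fitted maximal effect; plate controls were vehicle for no effect and positive control for full effect; nearly all actives have a fitted effect of over 50% in size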
# PLK1 PBD block – qHTS for Inhibitors of PLK1-PDB (polo-like kinase 1 - polo-box domain): Primary Screen | Plk1 PBD binding of FITC phosphopeptide, fluorescence polarization | Potency, µM, without a hit: max response, negative = inhibition, hits mostly inhibitors | hit rate 2.8% among 360,000; further: potency means the concentration at half of the fitted maximal effect; series mostly up to about 57 µM; on the % scale 0 is the no-effect control and ±100 the full control effect; nearly all actives have a fitted effect of over 65% in size
# Target sequence (P53350 whole entry, looked up, the tested form may be a part): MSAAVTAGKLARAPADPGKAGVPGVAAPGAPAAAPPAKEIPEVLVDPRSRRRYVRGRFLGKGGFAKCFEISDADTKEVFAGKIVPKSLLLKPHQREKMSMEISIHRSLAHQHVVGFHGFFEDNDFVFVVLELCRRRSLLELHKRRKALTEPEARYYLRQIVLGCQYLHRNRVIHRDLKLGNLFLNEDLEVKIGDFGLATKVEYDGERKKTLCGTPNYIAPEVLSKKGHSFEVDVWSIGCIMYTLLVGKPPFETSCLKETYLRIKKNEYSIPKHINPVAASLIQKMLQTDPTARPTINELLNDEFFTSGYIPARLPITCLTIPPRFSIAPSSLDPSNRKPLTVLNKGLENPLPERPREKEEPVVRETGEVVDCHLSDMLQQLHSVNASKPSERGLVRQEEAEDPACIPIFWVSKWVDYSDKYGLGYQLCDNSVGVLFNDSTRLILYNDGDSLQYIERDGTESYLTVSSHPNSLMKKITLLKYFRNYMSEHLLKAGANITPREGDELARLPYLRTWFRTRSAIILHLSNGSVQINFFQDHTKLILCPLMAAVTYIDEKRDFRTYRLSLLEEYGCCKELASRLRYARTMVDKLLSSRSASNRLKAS
# FUS yeast rescue – qHTS for Suppressors of FUS Proteinopathy: Primary screen using FUS-linked yeast assay | S. cerevisiae FUS-expressing, growth rescue, OD600, 24 h | hit rate 0.24% among 390,000 | Potency, µM (highest dose often 76.6 µM), without a hit: top-dose growth rescue (activation), actives largely listed as activators;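 further: potency means the concentration at half of the fitted maximal effect; plate controls were DMSO vehicle for no effect and reference control for full effect; nearly all actives have a fitted effect of over 55% in size; some results filed as inactive show a strong effect at the top dose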
#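 Absorbance at 600 nm, taken 24hr after compound addition, measured rescue of FUS-yeast growth at 30C. Induction used 2% galactose with seeding at OD 0.005. Controls: CP55940 from 92uM final, DMSO only.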
# aSyn rescue – qHTS of alpha-syn Inhibitors; Yeast expressing alpha-synuclein, growth rescue, BacTiter-Glo, 24 h; Potency, µM (highest dose often 46.1 µM), inactives show top-dose growth rescue (activation), hits mostly activators; hit rate 0.14% among 370,000; AID 652106, 2013; further: potency means the concentration at half of the fitted maximal effect; % of control where 0% means no effect; nearly all actives have a fitted effect of over 65% in size
#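 Rescue of yeast growth: cells expressing toxic alpha-synuclein, induced in galactose at OD600 0.02, incubated with compound 24 h at 30 C. ATP luminescence quantified growth; inhibitors of toxicity appear as activators.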
# EPAC1 ag – qHTS for Agonist of cAMP-regulated guanine nucleotide exchange factor 3 (EPAC1): primary screen | Rap guanine nucleotide exchange factor 3 (Homo sapiens), O95398 | EPAC1 agonist qHTS, biochemical assay; response scale: 100% = response to 6.5 mM cAMP | Potency, µM (top dose mostly 154 µM), for the others: at the top dose activation, usual class: activators | hit rate 0.073% among 360,000; further: potency means the concentration at half of the fitted maximal effect; nearly all actives have a fitted effect of over 60% in size
#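 Normalized to 6.5 mM cAMP, activity reflects EPAC1-catalysed release of BODIPY-GDP from Rap1B, followed kinetically over 30 min at 480 nm excitation, 540 nm emission. Reaction contained 100 nM EPAC1, 250 nM Rap1B-BODIPY-GDP, 50 uM GDP.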
# Abeta rescue – qHTS for compounds that reverse cellular toxicity of Amyloid beta (A-beta) peptide in yeast: Primary Screen; yeast expressing A-beta42, growth rescue, OD600, 48 h; response scale: 0% DMSO, 100% iron-clioquinol control; Potency, µM (top dose mostly 46.1 µM), for inactives: at the top dose growth rescue, most hits filed as activators; hit rate 0.063% among 410,000; AID 1347071, 2019; further: potency means the concentration at half of the fitted maximal effect; nearly all actives have a fitted effect of over 55% in size
#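 Yeast A-beta toxicity model in growth medium with pinned compounds, 48 h at 30 C; growth read as absorbance at 600 nm. Normalized to FeCl3/clioquinol equimolar mix (positive) and DMSO (negative).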
# WRN helicase inh – qHTS for Inhibitors of WRN Helicase | Bifunctional 3'-5' exonuclease/ATP-dependent helicase WRN (Homo sapiens), Q14191 | WRN helicase unwinding, fluorescent forked duplex, kinetic | Potency, µM (titrated, usually from 114 µM), for the others: at the top dose activity change, negative = inhibition, most hits filed as inhibitors | hit rate 0.46% among 360,000 | AID 651768, 2012; further: potency means the concentration at half of the fitted maximal effect; on the % scale 0 is the no-effect control and ±100 the full control effect; nearly all actives have a fitted effect of over 55% in size
#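 Primary qHTS, 1536-well format. 20 nM WRN + compound, 15 min RT; start with 100 nM forked fluorophore/quencher duplex, 2 mM ATP (final); kinetic read ex 525/em 598 nm.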
# Starred values were filed as active, the others as inactive; ? = inconclusive; / = not tested or not shown; [ ] = another dose, or the depositor's remark. Unless noted, the call rests on the fitted dose curve; in most records, active means well fitted curve in the direction sought with a large enough effect; inconclusive means small, poorly fitted or top-dose-only effect, or another doubt; inactive means no such curve, though single readings can be large; an effect the other way counts as inactive or inconclusive.
SMILES,PI5P4K alpha inh,IL2 activator,EPAC1 antagonist,PLK1 PBD block,FUS yeast rescue,aSyn rescue,EPAC1 ag,Abeta rescue,WRN helicase inh
O=C(C/C(=N/O)c1ccccc1O)C(F)F,9,0.7,-4%,3%,-17%,-14%,3%,-1%,-17%
CCc1ccccc1OCCOc1ccc(C)cc1OC,-26,-2.0,-2%,3µM*,16%,-31%[inhibitor],-7%,8%,-13%
CC(C)CCN1CCN(Cc2cc3ccccc3[nH]2)CC1CCO (configuration not stated),-3,0.1,0%,-5%,-3%,2%,7%,-13%,4%
COC(=O)/C=C1\SC(N)=NC1=O,5,0.3,-22%,-6%,-9%,1%,4%,-6%,-8%
COc1ccc(NC(=O)CC2C(=O)NCCN2C(=O)c2ccc(Cl)cc2)cc1 (configuration not stated),3,0.1,15%,1%,-11%,10%,6%,8%,-1%
C/C(=N\NC(=O)CN1CCN(S(=O)(=O)c2ccc(C)cc2)CC1)c1ccncc1,-2,-0.1,-11%,-5%,-35%,3%,3%,-2%,2%
Cc1nc2sc(C#N)c(N)c2c2c1CCCC2,5,0.5,3%,-3%,23%,1%,-2%,1%,-15%
Cc1ccc(OCCn2c(C)nc3ccccc32)cc1,3,-2.4,0%,1%,11%,8%,-5%,7%,1%
CCOC(=O)C(C)Oc1ccc(NC(=O)C(Cl)(Cl)Cl)cc1 (configuration not stated),-5,-1.0,-7%,-1%,10%,7%,6%,?,5%
Cc1cc(C)c(C)c(OCC(=O)O/N=C(\N)c2cccnc2)c1,6,2.4,8%,-9%,?,-5%,9%,-95%[inhibitor],-3%
COc1cc(C2c3c(n[nH]c3C)C(=O)N2c2ccc(Br)cc2)ccc1O (configuration not stated),3,-0.1,-6%,?,8%,2%,13%,9%,-6%
O=C(NCCc1ccccc1)c1c(F)c(F)c(F)c(F)c1F,-4,-0.8,4%,-4%,/,7%,-6%,11%,11%
CCOC(=O)C1CCN(C(=O)c2cc(S(=O)(=O)N3CCCCCC3)ccc2OC)CC1,8,0.2,5%,0%,7%,4%,0%,2%,5%
CC(C)C1Oc2ccccc2C(=O)N(CC(=O)c2ccc3c(c2)OCCO3)C1=O (configuration not stated),11,0.2,-4%,4%,-24%,-8%,9%,-11%,-3%
NC(Cc1ccc(F)cc1)c1csc(Nc2ccc(S(N)(=O)=O)cc2)n1 (configuration not stated),-2,-0.6,-11%,-9%,-14%,11%,2%,-16%,9%[57.1 µM]
COc1ccc(/C=C(/NC(=O)c2ccccc2)C(=O)Nc2cccc(C(=O)O)c2)cc1,0,0.4,3%,2%,12%,4%,1%,8%,0%
O=C(NCC(c1cccs1)N1CCOCC1)c1ccccc1NS(=O)(=O)c1ccc(Cl)c([N+](=O)[O-])c1 (configuration not stated),-1,-2.4,-6%,-7%,4%,6%,1%,0%,5%
O=C(CSc1nn(-c2ccc(F)cc2)c(=S)s1)NCC1CCCO1 (configuration not stated),1,1.0,-5%,-12%,5%,-2%,-2%,-11%,-6%
COc1ccc(CCNC(=O)Oc2ccccc2)cc1OC,-1,6.4,10%,-14%,-26%,-1%,-8%,-9%,5%
CCCCCNC(=O)C(c1ccncc1)n1c(=O)c(-c2ccccc2)nc2ccccc21 (configuration not stated),9,-0.4,-20%,-6%,17%,-1%,-13%,-1%,3%
COc1cc2nc(CN(C)Cc3ccc(Cl)cc3)[nH]c(=O)c2cc1OC,-12,-0.8,14%,-9%,-2%,-2%,0%,-9%,-6%
CCNC(=O)CN1C(=O)NC(Cc2ccccc2)(Cc2ccccc2)C1=O,-4,0.1,5%,-14%,14%,-2%,6%,2%,1%
CCNC(=O)CN1c2cccc3cccc(c23)S1(=O)=O,-11,0.9,-2%,-1%,-12%,-12%,2%,6%,5%
CCOC(=O)c1ccc[n+]([O-])c1,0,0.6,-1%,-6%,-19%,-1%,-2%,-8%,10%
COc1ccccc1CCC(=O)OCC(=O)Nc1ccc(C)c(S(=O)(=O)N2CCCCC2)c1,-2,0.3,-9%,-3%,18%,7%,6%,11%,-29%

# Profiles as entered above. Screens in order: PI5P4K alpha inh	IL2 activator	EPAC1 antagonist	PLK1 PBD block	FUS yeast rescue	aSyn rescue	EPAC1 ag	Abeta rescue	WRN helicase inh
# Results for O=C(NCC(c1cccs1)N1CCOCC1)c1ccccc1NS(=O)(=O)c1ccc(Cl)c([N+](=O)[O-])c1 (configuration not stated) = -1	-2.4	-6%	-7%	4%	6%	1%	0%	5%
# Results for CCCCCNC(=O)C(c1ccncc1)n1c(=O)c(-c2ccccc2)nc2ccccc21 (configuration not stated) = 9	-0.4	-20%	-6%	17%	-1%	-13%	-1%	3%
# Results for CCOC(=O)C1CCN(C(=O)c2cc(S(=O)(=O)N3CCCCCC3)ccc2OC)CC1 = 8	0.2	5%	0%	7%	4%	0%	2%	5%
# Results for Cc1ccc(OCCn2c(C)nc3ccccc32)cc1 = 3	-2.4	0%	1%	11%	8%	-5%	7%	1%

# Remaining list, next part.
SMILES,PI5P4K alpha inh,IL2 activator,EPAC1 antagonist,PLK1 PBD block,FUS yeast rescue,aSyn rescue,EPAC1 ag,Abeta rescue,WRN helicase inh
Cc1nnc(NC(=O)CSc2ncc(-c3ccccc3)[nH]2)s1,-1,-1.0,-21%,0%,-15%,4%,-1%,-3%,1%
O=C(CCNC(=O)C1CCN(S(=O)(=O)c2ccccc2)CC1)NCc1cccc(Cl)c1,1,-0.7,-5%,5%,-9%,0%,-9%,-5%,-3%
Nc1ccc(C(=O)N2CCN(S(=O)(=O)c3ccc4c(c3)OCCCO4)CC2)cc1[N+](=O)[O-],0,-0.8,-17%,-2%,25%,6%,16%,0%,-3%
CC1(C(=O)NCc2ccc(Cl)cc2)CCN1C(=O)Cc1cccs1 (configuration not stated),-9,3.1,-22%,-15%,0%,13%,-3%,-6%,-2%
Cc1cc2occ(CC(=O)N(C)CC(=O)Nc3ccccc3C(F)(F)F)c2cc1C,4,0.3,-3%,-6%,28%,2%,0%,8%,-2%
O=C(O)C1CCN(c2nc(-c3ccccc3)c3cc(Br)ccc3n2)CC1,12,2.3,-6%,?,4%,-22%,8%,-19%,-19%
CC(C)Oc1nc(-c2ccc(Cl)cc2)nc2ccccc12,-8,4.3,0%,-10%,-4%,-9%,3%,-11%,1%
O=C(Nc1ccc(NC(=O)C2CCCCC2)nc1)c1ccco1,-6,0.5,-5%,-1%,1%,-10%,-7%,-1%,2%
CCN(CC)c1ccc(/C=C2\C(=N)N3N=C(CC(=O)N4CCOCC4)SC3=NC2=O)cc1,8,-0.2,3%,83%[activator],7%,-9%,12%,-2%,-18%
Cc1cnc(NC(=O)C2CC(=O)N(c3cccc(Cl)c3)C2)s1 (configuration not stated),-4,-2.6,9%,4%,6%,-2%,-8%,-9%,9%
O=C(CCS(=O)(=O)c1ccccc1)NNC(=O)CSc1ccccc1F,10,0.2,14%,3%,-5%,-1%[1.84 µM],6%,1%,-7%
CCOC(=O)C1=C(c2ccccc2)NC(=O)NC1c1ccsc1 (configuration not stated),0,1.6,-2%,-12%,-13%,1%,4%,-8%,11%
O=C(NNC(=O)C1CCN(S(=O)(=O)c2ccc(Cl)cc2)CC1)c1ccccc1O,9,0.7,-10%,-3%,8%,-14%,-8%,-13%,-13%
CCO[C@@H]1OC(C(=O)NCc2nc3ccccc3[nH]2)=C[C@H](c2coc3ccccc3c2=O)[C@H]1CCCO,8,1.0,-12%,9%,-7%,0%,-7%,-11%,-4%
c1ccc(Cc2nnc3sc(-c4ccc5c(c4)OCO5)nn23)cc1,/,-2.9,3%,20µM*,-6%,-1%,6%,-9%,3%
CCOc1cc(/C=N\Nc2ccc([N+](=O)[O-])cc2)ccc1OCC(=O)Nc1ccc(C)c(C)c1,-4,-0.4,7%,28%,28%,-13%,-15%,17%,2%
Cc1cccc(OCCn2c(-c3ccco3)nc3ccccc32)c1,7,-4.3,-20%,-13%,30%,-8%,21%,-19%,-22%
COc1ccc(-c2nc3c(Cl)cc(C(F)(F)F)cn3c2Cc2ccsc2)cc1OC,-5,-0.3,0%,-1%,8%,2%,-11%,4%,0%
CS(=O)(=O)N1CCc2cc(C(=O)Nc3ccccc3Cl)ccc21,7,-1.4,-13%,1%,16%,-21%,-1%,9%,-7%[57.1 µM]
O=C(COC(=O)CCCN1C(=O)c2cccc3cccc(c23)C1=O)NC1CCS(=O)(=O)C1 (configuration not stated),-4,1.5,8%,-1%,2%,-5%,6%,8%,7%
Cc1c(C(=O)NCc2ccccn2)oc2c(Cl)cccc12,1,-0.2,-2%,0%,/,-2%,3%,3%,-8%
O=C(O)c1sccc1Oc1ccc(F)cc1[N+](=O)[O-],0,-0.1,-11%,-12%,4%,-21%,2%,34%,-17%
CCOC(=O)c1ccc(NC(=S)N(CCCN2CCN(C)CC2)Cc2cccs2)cc1,-8,-0.6,3%,?,19%,1%,8%,-15%,-5%
O=C(Nc1ccccc1N1CCN(C(=O)c2ccccc2)CC1)c1cccc(Cl)c1,-1,0.3,3%,1%,?,14%,2%,11%,-9%
CCCCNc1c(CCc2ccccc2)nc2nc(C)cc(C)n12,-3,0.0,-16%,-10%,43%,-6%,9%,-14%,-6%
CCN(CC)c1ccc(Nc2nc(-c3cccnc3)cs2)cc1,-7,-1.5,?,-13%,37%,-2%,0%,-7%,-6%
CCOC(=O)C(NCc1ccco1)(NC(=O)c1ccccc1)C(F)(F)F (configuration not stated),/,1.0,0%,0%,10%,5%,-1%,-2%,7%

# Bioassay records: PubChem, National Center for Advancing Translational Sciences (NCATS)
